Source: PubChem BioAssay
Phagocyt inh – inhibitors of macrophage phagocytosis. AID 1029. inhibition, % at 5 µM. 110,000 compounds, 0.07% hits. J774A.1 macrophage IgG-bead phagocytosis, imaging;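 active means inhibition above the mean of the plate negative controls plus 5 SD, cut at about 13% in these data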;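 further: phagocytic index as fraction of beads internalized from green versus red external bead signal; plate controls were DMSO negative control for no effect and cytochalasin-D positive control for full effect; some results beyond the cut were filed as inactive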
PTEN del growth – PTEN-deleted cell growth suppression; 140,000 compounds, 1.2% hits; viability, % at 10 µM; HCT116 PTEN-null viability, CellTiter-Glo, 60 h; stronger effect = lower value;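 active means viability at or below a set limit, 4 SD under the median of all tested compounds, cut at about 3.7% in these data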;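 further: PTEN knockout HCT116 line with beta catenin targeted HCT116 as companion control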
NPY Y2 blocker – antagonists of human neuropeptide Y receptor Y2 | 140,000 compounds, 0.99% hits | P49146 | NPY-Y2 expressing cells, antagonist mode | inhibition, % at 2.7 µM | AID 793; in the data active means inhibition above about 17%;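 further: 0% = vehicle with agonist challenge and 100% = reference antagonist with challenge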
Target sequence (P49146 whole entry, looked up): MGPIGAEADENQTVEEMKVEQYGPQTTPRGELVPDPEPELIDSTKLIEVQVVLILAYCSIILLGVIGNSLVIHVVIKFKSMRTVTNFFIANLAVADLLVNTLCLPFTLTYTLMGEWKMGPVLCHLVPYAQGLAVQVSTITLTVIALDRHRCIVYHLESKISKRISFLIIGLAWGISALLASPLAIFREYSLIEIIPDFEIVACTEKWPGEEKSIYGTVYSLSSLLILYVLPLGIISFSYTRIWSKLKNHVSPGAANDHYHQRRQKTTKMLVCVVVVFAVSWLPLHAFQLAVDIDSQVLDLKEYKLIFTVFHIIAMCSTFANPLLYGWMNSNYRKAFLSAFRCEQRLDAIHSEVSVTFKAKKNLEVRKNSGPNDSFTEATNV
MRP1 act – activators of MRP-1; H69AR cells + doxorubicin, viability rescue, CellTiter-Glo; viability increase, % at 10 µM; 140,000 compounds, 0.61% hits; AID 799;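 active means viability gain under doxorubicin at or above a set limit, the compound median plus 3 SD, cut at about 4.7% in these data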;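 further: MRP-1 overexpressing cells given doxorubicin 25 µM after compound pretreatment; 18-22 h compound pretreatment then 72 h with doxorubicin before readout; 0% = doxorubicin-only wells and 100% = vehicle-treated cells without doxorubicin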
Yeast growth inh – reduces growth of yeast BB579 in restrictive medium | S. cerevisiae BB579 growth, OD615, 48 h | 140,000 compounds, 0.51% hits | inhibition, % at 10 µM;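 active means inhibition above a set limit, 3 SD over the mean compound inhibition, cut at about 44% in these data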; further: inactives centre near -24
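Assay system: S. cerevisiae DeaD strain BB579 yeast. Medium: CSMM-D restrictive synthetic medium containing dextrose (glucose). Times: 4 h cell preincubation, 48 h compound exposure, 30 °C humidified. Signal: OD615 turbidity measurement. Benchmarks: positive control amphotericin B 10 µg/mL.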
Measles CPE – protection of cells from measles virus; Measles virus-infected cells, CPE protection, absorbance; protection (pct of control), % at 4 µM; 140,000 compounds, 1.5% hits; in the data active means protection mostly above about 24%, no sharp cut-off; inactive means mostly below about 26%; further: some compounds called inactive have numbers as strong as hits
bCat KO growth – beta-catenin-lacking colon tumor cell growth suppression; 140,000 compounds, 1.5% hits; HCT116 beta-catenin knockout viability, CellTiter-Glo, 60 h; stronger effect = lower value; viability, % at 10 µM;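 active means viability at or under a set limit, the compound median less 4 SD, cut at about 6% in these data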;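 further: 0% = Hyamine 1622 control at 20 µM and 100% = untreated cell control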
E-sel TNF inh – blocks E-selectin expression induced by TNF alpha; HUVEC TNFa-induced E-selectin immunofluorescence, high content; inhibition, % at 2 µM; 120,000 compounds, 0.71% hits;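 active means inhibition above the batch mean plus 3 SD, and confirmed as a hit on visual image review, cut at about 43% in these data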;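 further: 0% = TNF-stimulated DMSO wells and 100% = unstimulated control wells; not every result past the cut was called active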
Yeast life ext – yeast lifespan extension | S. cerevisiae growth with nicotinamide, OD615; deaD strain in restrictive glucose medium | inhibition of the nicotinamide effect, % at 10 µM | 130,000 compounds, 0.68% hits | AID 775;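 active means inhibition above a set limit, placed 3 SD over the median of all compounds, cut at about 26% in these data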;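 further: 0% = nicotinamide-treated wells and 100% = cells grown without nicotinamide; some compounds called inactive have numbers as strong as hits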
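Assay system: DeaD-strain S. cerevisiae. Medium: CSMM-D glucose medium, restrictive. Reagent: nicotinamide, 1.5 mM, co-present with compound. Compound: 10 µM single point, 0.25% DMSO. Schedule: culture preincubation 4 h, compound exposure 48 h, both 30 °C. Detection: absorbance at 615 nm.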
GALR2 blocker – antagonists of human galanin receptor 2 (GALR2) | inhibition, % at 4 µM | GALR2-expressing cells, antagonist mode | O43603 | 140,000 compounds, 0.39% hits; in the data active means inhibition above about 27%;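 further: cells stimulated with galanin 1-16 at roughly its EC80; 0% = agonist challenge control and 100% = basal control without agonist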
Target sequence (O43603 whole entry, looked up): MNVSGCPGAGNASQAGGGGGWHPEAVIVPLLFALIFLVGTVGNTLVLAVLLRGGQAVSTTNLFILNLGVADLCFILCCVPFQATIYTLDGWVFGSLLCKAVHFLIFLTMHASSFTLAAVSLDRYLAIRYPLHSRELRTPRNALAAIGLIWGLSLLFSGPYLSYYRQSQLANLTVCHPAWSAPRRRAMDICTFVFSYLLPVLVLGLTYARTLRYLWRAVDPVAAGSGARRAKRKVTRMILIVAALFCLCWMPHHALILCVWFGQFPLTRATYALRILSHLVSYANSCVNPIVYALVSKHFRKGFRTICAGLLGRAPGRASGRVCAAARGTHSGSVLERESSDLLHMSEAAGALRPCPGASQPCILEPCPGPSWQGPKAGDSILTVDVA
* = called active by the depositor; nt = not tested or not shown.

Start of the listing, in advance, 2 compounds:
SMILES	Phagocyt inh	PTEN del growth	NPY Y2 blocker	MRP1 act	Yeast growth inh	Measles CPE	bCat KO growth	E-sel TNF inh	Yeast life ext	GALR2 blocker
Cc1c(-c2ccc(F)cc2)nc(N)c(C#N)c1-c1ccco1	0	91	2	-1.0	-16	8	104	nt	-18	-15
Cc1ccc(S(=O)(=O)NC(C(=O)OCC(=O)NC2CCS(=O)(=O)C2)C(C)C)cc1 (configuration not stated)	1	94	4	0.0	-27	2	103	10	-6	-8

The whole of this part, from the first entry:
SMILES	Phagocyt inh	PTEN del growth	NPY Y2 blocker	MRP1 act	Yeast growth inh	Measles CPE	bCat KO growth	E-sel TNF inh	Yeast life ext	GALR2 blocker
Cc1c(-c2ccc(F)cc2)nc(N)c(C#N)c1-c1ccco1	0	91	2	-1.0	-16	8	104	nt	-18	-15
Cc1ccc(S(=O)(=O)NC(C(=O)OCC(=O)NC2CCS(=O)(=O)C2)C(C)C)cc1 (configuration not stated)	1	94	4	0.0	-27	2	103	10	-6	-8
O=C(OC(c1ccccc1)c1nccc2ccccc12)c1cc([N+](=O)[O-])cc([N+](=O)[O-])c1 (configuration not stated)	-7	73	-2	0.1	-28	4	89	0	4	5
CCOC(=O)C1CCN(C(=O)c2oc3ccc(S(=O)(=O)N4CCCCCC4)cc3c2C)CC1	-1	52	2	-1.5	-33	6	52	11	4	0
Cc1c(C#N)c2ccccc2n1CC(=O)NCc1ccccc1	nt	99	6	-4.6	-15	18	86	13	nt	-5
Cc1c(NC(=O)c2cc(-c3ccccc3)on2)c(=O)n(-c2ccccc2)n1C	-3	93	2	-0.8	-11	4	96	-30	-12	-13
O=C1c2ccccc2C(=O)c2cc(NC(=O)C3CC3)ccc21	-11	50	0	-3.0	-5	8	39	nt	-4	3
O=C(CC1NC2CCCCC2NC1=O)Nc1cccc(C(F)(F)F)c1 (configuration not stated)	-2	93	0	-0.6	-34	27	95	24	-9	-13
O=C(CSc1nc2ccccc2o1)N1CCN(c2ccccc2)CC1	-2	98	15	-3.0	16	20	85	-12	-2	3
O=C(COc1ccc(S(=O)(=O)NCc2ccccc2)cc1)N1CCOCC1	nt	97	4	-2.6	-49	10	95	0	nt	5
COc1cccc(-c2nnc(SCC(=O)Nc3ccc(OC)c(OC)c3)n2N)c1	-1	95	2	-0.9	-22	5	90	-7	-7	9
CCc1cc2c(=O)c(Oc3ccccc3)c(C)oc2cc1O	-1	101	5	-0.6	-42	11	91	7	69*	-6
CC(/C=N/NC(=O)Cc1cccn1C)=C\c1ccccc1	-2	99	0	-1.5	-33	6	95	30	-2	4
NC(=O)C1CCN(C(=O)/C=C/c2ccco2)CC1	2	95	7	0.2	-35	20	85	-3	0	-3
COc1ccc(N=Cc2nc(-c3ccco3)oc2O)cc1	nt	86	0	-5.5	-35	16	91	-6	nt	12
Cc1cccc(N2CCN(C(=O)c3ccc4ncsc4c3)CC2)c1C	4	27	2	-3.7	18	11	23	4	-11	13
COc1ccc(N2CCN(Cc3nc4ccccc4n3C)CC2)cc1	-1	87	0	-3.1	-21	37*	77	nt	6	12
CC(C)Cn1c(=O)c(C(=O)N/N=C/c2cccc(F)c2)c(O)c2ccccc21	-7	60	2	-5.0	-36	17	67	nt	-1	-18
Cc1ccc2c(c1)N(CCCC(=O)NCc1cccnc1)C(=O)CO2	nt	97	2	-1.3	-39	6	99	-20	9	1
O=C(NC1CCCCC1)N1CCC(c2nc(-c3ccc(S(=O)(=O)N4CCCC4)cc3)no2)CC1	nt	50	2	-3.3	-51	3	62	nt	5	1
Cc1ccc2cc(CCNC(=O)C(C)(C)C)c(=O)[nH]c2c1	2	97	2	-0.5	0	9	91	-1	-1	13
Cc1[nH]c(=O)[nH]c(=O)c1S(=O)(=O)N1CCN(c2ccccc2F)CC1	0	94	-2	-0.3	-11	1	96	nt	-6	-7
CCNS(=O)(=O)c1ccc(NC(=O)c2ccc(Cn3cc(Br)cn3)o2)cc1	-2	83	0	-1.4	-37	3	87	-11	-1	-1
CC1CCN(C(=O)CSc2nnc(CN3CCOCC3)n2-c2ccccc2)CC1	4	112	-1	-0.9	-41	6	101	-9	-9	-10
O=S(=O)(c1ccccc1)N1CCN(c2cc(-c3ccccc3)nc3ncnn23)CC1	nt	60	-3	-2.1	-28	25	66	-24	-21	1
Continued.
SMILES	Phagocyt inh	PTEN del growth	NPY Y2 blocker	MRP1 act	Yeast growth inh	Measles CPE	bCat KO growth	E-sel TNF inh	Yeast life ext	GALR2 blocker
CCSC1=C(C#N)C2(CCCC2)C(C#N)=C(N)N1	0	81	2	-1.1	-48	5	82	nt	-12	-7
Cc1ccc(C(=O)Nc2ccc3nc(C)sc3c2)s1	1	97	2	0.9	-35	60*	95	-1	-9	-20
OCCn1c(-c2ccccc2)csc1=Nc1ccccc1	-4	82	3	-2.8	-11	5	68	-12	-7	12
O=S(=O)(c1ccc(F)cc1)N1CCN(C(=S)NC2CCCC2)CC1	-2	106	0	-1.8	2	13	97	-14	-4	6
COc1ccc(N2CCN(C(=O)c3c(C)nn(-c4ccccc4)c3C)CC2)cc1	3	93	0	-2.0	-20	6	94	-4	9	0
COc1ccc(CSCC(=O)N/N=C/c2ccc(OCC(=O)N3CCCCC3)cc2)cc1	-3	85	2	-2.3	-42	6	86	17	-24	-11
O=C(CN(Cc1ccco1)C(=O)CNS(=O)(=O)c1ccccc1)NCc1ccc(F)cc1	-3	105	0	-0.6	-69	3	99	nt	-1	-1
c1ccc(CN2CCN(c3ncnc4nc[nH]c34)CC2)cc1	0	110	3	-1.4	-23	1	101	-23	-11	13
Cc1cc(=O)oc2cc(OCC(=O)OCC(=O)NCc3ccc4c(c3)OCO4)ccc12	0	97	0	-1.6	-51	3	87	71*	-20	1
CC(=O)C1=C(C)Nc2cc(C(F)(F)F)ccc2S1	-1	84	1	-2.3	-31	16	90	2	-8	-6
O=C(NCCOc1ccc(Cl)cc1)C1CC(=O)N(c2ccc(F)cc2)C1 (configuration not stated)	0	98	6	2.1	-25	27	99	7	-3	1
CCOc1ccc(NC(=O)c2cnsn2)cc1	2	104	1	0.8	-24	6	95	-15	-10	9
Cn1cccc1C(=O)Nc1nccs1	-1	93	-4	-3.0	-8	1	97	-4	-7	8
Cc1ccc(CC(=O)Nc2nc3ccccc3[nH]2)cc1C	4	90	2	-1.0	-37	4	99	9	7	-5
Cn1c(CN2CCCC2)nc2cc(NC(=O)c3cccs3)ccc21	2	87	2	-2.4	-12	2	97	-3	2	13
CCOC(=O)c1cn(CC)c2ccc(Br)cc2c1=O	-1	93	0	-0.5	-29	23	93	nt	-10	-3
N#CCSc1nc2c(c(C3CC=CCC3)c1C#N)CCC2 (configuration not stated)	-1	86	13	2.5	-56	1	94	4	7	-8
COC(=O)c1c(CCl)noc1C(=O)NCC1CCCO1 (configuration not stated)	0	96	6	-3.4	-14	8	90	-12	-6	20
CCOC(=O)N1CCN(C(=O)c2cn(C)c3ccc(S(=O)(=O)N4CCCC4)cc3c2=O)CC1	0	102	0	-1.0	-11	7	91	-27	-1	4
CCC(=O)NS(=O)(=O)c1cccnc1Nc1ccccc1Cl	0	102	12	-0.8	-31	17	99	6	18	0
COc1ccc(NC(=O)C2(N(CC(C)C)C(=O)Cn3nnnc3N)CCCCC2)cc1	-3	90	-1	-3.4	-30	3	101	28	-11	2
CCC(=NCCc1c(C)[nH]c2ccc(C)cc12)C1=C(O)CC(c2ccccc2)CC1=O (configuration not stated)	-4	16	2	0.7	-12	0	16	-16	50*	4
CC(/C=C/c1ccccc1)=N\NC(=O)c1ccc2c(c1)OCCO2	-2	62	3	-2.9	-54	4	90	18	-4	-10
Cc1cc(C)c(O)c(-c2cc(C(=O)NCc3ccccc3)[nH]n2)c1	-1	79	9	-2.5	-8	8	99	31	-7	-2
CCOC(=O)CCCOC(=O)c1ccc(S(=O)(=O)N(C)C)cc1	nt	108	2	-2.3	-9	9	94	-22	-7	-2
Following part
SMILES	Phagocyt inh	PTEN del growth	NPY Y2 blocker	MRP1 act	Yeast growth inh	Measles CPE	bCat KO growth	E-sel TNF inh	Yeast life ext	GALR2 blocker
O=C1NC(c2ccc(-c3ccccc3[N+](=O)[O-])o2)C(C(=O)c2ccccc2)C(O)(C(F)(F)F)N1 (configuration not stated)	-5	80	-1	-0.3	-26	12	86	nt	6	10
Cc1ccc(-c2nc3ccccc3[nH]2)cc1NC(=O)/C=C/c1ccco1	0	37	3	-4.3	-27	13	48	-5	-2	-3
O=C(Nc1ccc2c(c1)OCO2)C1CCCN(S(=O)(=O)c2cccs2)C1 (configuration not stated)	-3	65	2	-1.4	-44	22	77	nt	-14	-3
COC(=O)c1ccccc1NS(=O)(=O)c1ccc2c3c(cccc13)C(=O)N2	-1	nt	-1	nt	nt	nt	nt	74*	nt	6
Cc1ccc(-c2nnn(CC(=O)NC3CCCc4ccccc43)n2)cc1 (configuration not stated)	nt	98	3	-1.7	-38	10	89	7	-5	-2
COC(=O)c1ccc(NC(=O)CSc2nnc(C)n2-c2ccccc2)cc1	2	94	2	0.3	-7	8	93	-4	-4	20
CCN1C(=O)CS/C1=C(\C#N)S(=O)(=O)c1ccccc1	1	97	2	-2.3	-29	8	96	18	0	0
CCCc1cc(=O)[nH]c(SCC(=O)N2CCN(S(=O)(=O)c3ccc(C)cc3C)CC2)n1	-13	93	3	-1.7	-33	27	88	nt	0	0
Cc1sc2nc(CSCC(=O)Nc3ccccc3C#N)[nH]c(=O)c2c1C	-2	96	6	-2.4	-10	13	97	42	-1	-8
CCOC(=O)c1ccc(-n2cncn2)nc1	0	103	1	0.9	1	nt	103	-55	-20	2
CC1=CC(C)(C)N(C(=O)CSc2nnc(-c3ccc(C)cc3)o2)c2ccc(C)cc21	0	71	9	-4.0	-51	6	70	10	1	-22
CCn1c2ccccc2c2cc(NC(=O)CSc3nnc(-c4cccc(OC)c4)n3N)ccc21	-1	9	-3	-5.4	-56	5	24	-54	-9	2
Cc1cccc(N/C(N)=N/c2nc3c(c(=O)[nH]2)CCCC3)c1	0	95	1	-1.5	-56	3	92	-11	2	-2
N#Cc1ccccc1CSc1nc2ncc(Br)cc2[nH]1	0	98	4	-0.8	-72	0	90	-37	8	14
COc1ccc(C(c2nnnn2CCc2ccccc2)N2CCN(C3CCCC3)CC2)cc1 (configuration not stated)	1	84	8	-2.9	-11	6	85	14	0	-6
COc1ccc(C2C(C#N)=C(N)OC3=C2C(=O)CC(C)(C)C3)c(OC)c1OC (configuration not stated)	1	83	2	-0.9	16	18	86	-15	6	-1
FC(F)(F)c1ccc(N2CCOCC2)c(Nc2nc3ccccc3n3cnnc23)c1	nt	0.4*	-3	-6.1	-55	4	0.8*	nt	-27	-12
O=C(COc1ccccc1)NNC(=S)NC(=O)c1ccc(Cl)cc1Cl	nt	79	7	-4.9	88*	4	83	-3	nt	5
CC1(C)CC(=O)C=C(NCCc2ccc(S(N)(=O)=O)cc2)C1	-2	93	-1	-0.1	-22	4	98	-36	-7	13
COc1ccc(C(C)=O)c2c1OCCO2	nt	97	3	-1.1	-14	5	99	-14	-8	1
COc1cccc(C(=O)Nc2ccc(C)cc2)c1	-1	99	4	0.2	-43	17	95	5	-11	-7

The order is random; any-hit rate near 6.1%.
